Smad3 FoxH1 inh: Smad3/FoxH1 peptide binding inhibitors, primary screen, biochemical, TR-FRET; Mothers against decapentaplegic homolog 3 (Homo sapiens), P84022; TR-FRET Smad3/Dy647-FoxH1 peptide binding, europium anti-His; inhibition, % at 25 µM; actives 0.29% (n = 88,000); AID 630, 2007;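 active means compounds that reduce the energy-transfer binding signal between the protein and its labelled peptide by more than half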;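 further: 0% = Smad3 plus labelled peptide maximal FRET and 100% = peptide-only background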
Target sequence (P84022 whole entry, looked up): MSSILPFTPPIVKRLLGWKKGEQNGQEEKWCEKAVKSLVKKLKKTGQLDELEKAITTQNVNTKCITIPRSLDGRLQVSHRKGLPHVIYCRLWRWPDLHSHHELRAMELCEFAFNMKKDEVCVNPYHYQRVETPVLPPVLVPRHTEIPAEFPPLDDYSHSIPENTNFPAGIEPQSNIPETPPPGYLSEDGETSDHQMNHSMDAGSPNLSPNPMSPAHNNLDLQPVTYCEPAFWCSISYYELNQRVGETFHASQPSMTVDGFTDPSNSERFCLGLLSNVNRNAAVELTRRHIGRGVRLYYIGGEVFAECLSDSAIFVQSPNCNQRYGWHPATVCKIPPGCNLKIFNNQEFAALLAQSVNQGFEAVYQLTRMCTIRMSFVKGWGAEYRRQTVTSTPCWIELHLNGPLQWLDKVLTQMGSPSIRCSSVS
H69AR inhibit: proliferation blockers of H69AR lung cancer cells, primary screen, cell-based, human, 86K library | actives 6% (n = 85,000) | viability, % at 10 µM | AID 598, 2007 | H69AR lung tumor viability, ATP luminescence, 72 h; active compounds read low;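 active means viability at or below 40%; inactive means viability above 40%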;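 further: multidrug resistant small cell line overexpressing MRP-1 efflux transporter; 100% = mean luminescence of untreated control wells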
ERa coact inh: ERα–SRC-1 coactivator interaction inhibitors, primary screen, biochemical, TR-FRET, ERα LBD, estradiol-bound. Estrogen receptor (Homo sapiens), P03372. TR-FRET ER-alpha LBD / SRC-1 peptide. actives 1.7% (n = 86,000). inhibition, % at 25.6 µM; in the data active means inhibition above about 50%;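 further: 0% = receptor plus peptide control and 100% = peptide only without receptor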
sEH act: soluble epoxide hydrolase activators, primary screen, biochemical, human sEH; purified human sEH enzymatic activity, activator screen; activation, % at 2 µM; actives 0.04% (n = 91,000); in the data active means activation above about 37%; further: values of inactives mirror those of a sister screen read the other way
Target sequence (P34913 whole entry, looked up): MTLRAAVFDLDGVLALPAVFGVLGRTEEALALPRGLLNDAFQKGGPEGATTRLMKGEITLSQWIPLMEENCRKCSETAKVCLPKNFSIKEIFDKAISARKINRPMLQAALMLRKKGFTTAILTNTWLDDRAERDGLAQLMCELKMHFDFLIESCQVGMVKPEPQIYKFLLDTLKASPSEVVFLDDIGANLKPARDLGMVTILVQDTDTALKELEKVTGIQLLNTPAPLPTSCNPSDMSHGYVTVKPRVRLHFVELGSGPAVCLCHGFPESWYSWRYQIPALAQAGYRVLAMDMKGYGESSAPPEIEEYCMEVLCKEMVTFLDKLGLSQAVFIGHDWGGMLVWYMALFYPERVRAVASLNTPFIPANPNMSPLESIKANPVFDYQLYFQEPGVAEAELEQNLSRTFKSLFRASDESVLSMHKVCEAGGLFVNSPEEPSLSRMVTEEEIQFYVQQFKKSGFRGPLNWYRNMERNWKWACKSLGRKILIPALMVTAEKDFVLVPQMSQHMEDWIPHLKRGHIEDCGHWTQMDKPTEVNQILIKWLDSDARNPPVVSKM
HUVEC inhibit: inhibitors of HUVEC proliferation, primary screen, cell-based, 384-well; viability, % at 10 µM (by protocol); actives 1.1% (n = 86,000); CellTiter-Glo luminescence, 72 h; active compounds read low;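 active means viability at or below 30%; inactive means viability above 30%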;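 further: 100% = median luminescence of DMSO-only cell control wells on each plate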
ERa coact pot: enhancers of ERα–SRC-1 coactivator binding, primary screen, biochemical, TR-FRET, ERα LBD, low estradiol | Estrogen receptor (Homo sapiens), P03372 | actives 1.3% (n = 86,000) | coactivator binding (% of control), % at 25.6 µM | AID 639, 2007 | TR-FRET ERalpha-LBD/SRC-Cy5 coactivator binding, 2 h; 100 = basal binding, no effect; in the data active means activity above about 200%;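 further: binding measured in presence of low estradiol as agonist stimulus; 0% = peptide alone without receptor and 100% = receptor with peptide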
ERb SRC1 inh: inhibitors of ERβ-SRC1 coactivator interaction, primary screen, biochemical, TR-FRET, ERβ LBD, SRC-1 peptide. Estrogen receptor beta (Homo sapiens), Q92731. TR-FRET ER-beta LBD / SRC1-Cy5 peptide binding; receptor agonist-loaded with 1 µM estradiol. inhibition, % at 25.6 µM. actives 1.3% (n = 86,000);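 active means compounds whose percent inhibition of the receptor-coactivator binding signal exceeds about 50% in the single-dose screen, limit read from the data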;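 further: 0% = receptor plus peptide wells without compound and 100% = peptide-only wells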
Fibroblast inh: antiproliferative effect on LL 47 fibroblasts – human, LL 47 cells, CellTiter-Glo luminescence, primary screen; actives 1.1% (n = 85,000); LL 47 human lung fibroblast viability, ATP luminescence; active compounds read low; viability, % at 10 µM; AID 719, 2007;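 active means viability at or below 50% in the single dose screen; inactive means viability above 50%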;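 further: compound exposure lasted 72 h before the ATP readout; 100% = median luminescence of untreated cell-only wells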
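Material: Human LL 47 lung fibroblast cells | Input: 1,150 cells/well | Buffer or medium: IMEM plus 15% FBS | Compound dosing: 0.1% DMSO in all compound wells | Times: Overnight cell rest, 72 h compound treatment at 37 °C | Signal: CellTiter-Glo luminescence measuring cellular ATP | Measure: % viability versus median cells-only luminescence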
Candida biofilm: clotrimazole potentiators killing Candida biofilms, primary screen, with clotrimazole, Alamar Blue; AID 834, 2007; actives 0.14% (n = 85,000); inhibition, % at 6 µM; C. albicans biofilm + clotrimazole;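 active means inhibition above 20%; inactive means inhibition below 20%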;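 further: preformed 24 hr biofilms exposed to compound for 48 hr; 0% = biofilm without compound and 100% = blank killed by clotrimazole plus chlorhexidine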
Numbers without * were called inactive; [ ] = remark or other dose. Not all compounds are listed; rates above refer to the full screens.

Screening CCCC(=O)Nc1ccc(-c2nc3cc(C)ccc3o2)cc1 returned Smad3 FoxH1 inh 8, H69AR inhibit 93, ERa coact inh -13, sEH act 10, HUVEC inhibit 99, ERa coact pot 125, ERb SRC1 inh -15, Fibroblast inh 93 and Candida biofilm 1.
Cc1cc(C)nc(-n2nc(C)c(C3(O)C(=O)Nc4ccc(F)cc43)c2N)n1 (stereo not drawn) was read as Smad3 FoxH1 inh -1, H69AR inhibit 74, ERa coact inh -2, sEH act 5, HUVEC inhibit 101, ERa coact pot 102, ERb SRC1 inh 7 and Candida biofilm -3.
Cc1nc(CC(=O)Nc2nc(C(C)(C)C)cs2)cs1 was read as Smad3 FoxH1 inh 7, H69AR inhibit 99, ERa coact inh 2, sEH act 3, HUVEC inhibit 108, ERa coact pot 138, ERb SRC1 inh -7, Fibroblast inh 98 and Candida biofilm 7.
`CC(=O)N1CCn2c3ccc(C)cc3c3cccc1c32` gave Smad3 FoxH1 inh -2, H69AR inhibit 82, ERa coact inh -7, sEH act -3, HUVEC inhibit 54, ERa coact pot 98, ERb SRC1 inh -6, Fibroblast inh 88 and Candida biofilm 5.
For O=C(Nc1ccccc1Oc1ccccc1)C1CC1 the results were Smad3 FoxH1 inh 4, H69AR inhibit 103, ERa coact inh -1, HUVEC inhibit 98, ERa coact pot 123, ERb SRC1 inh -2, Fibroblast inh 103 and Candida biofilm 1.
O=C(Nc1ccncc1)c1cn(-c2ccccc2)nc1-c1cccs1 was read as Smad3 FoxH1 inh 4, H69AR inhibit 67, ERa coact inh 18[fluorescence artefact?], sEH act -6, HUVEC inhibit 86, ERa coact pot 229*[fluorescence artefact?], ERb SRC1 inh 1[fluorescence artefact?], Fibroblast inh 75 and Candida biofilm 5.
`O=C1c2oc3ccc(F)cc3c(=O)c2C(c2ccncc2)N1CCN1CCOCC1` (stereo not drawn) gave Smad3 FoxH1 inh -4, H69AR inhibit 104, ERa coact inh 5, HUVEC inhibit 90, ERa coact pot 116, ERb SRC1 inh -5, Fibroblast inh 95 and Candida biofilm 6.
CCc1cc(=O)oc2c(CN3CCCC3)c(O)c(Cl)cc12 was read as Smad3 FoxH1 inh -1, H69AR inhibit 101, ERa coact inh 3, sEH act 8, HUVEC inhibit 87, ERa coact pot 127[fluorescence artefact?], ERb SRC1 inh 5[fluorescence artefact?], Fibroblast inh 102 and Candida biofilm 5.
Cc1sc2nc(SCC(=O)NCc3ccco3)n(-c3ccccc3)c(=O)c2c1C was read as Smad3 FoxH1 inh -56[fluorescence artefact?], H69AR inhibit 55, ERa coact inh 15, sEH act -14, HUVEC inhibit 80, ERa coact pot 229*[fluorescence artefact?], ERb SRC1 inh 6[fluorescence artefact?], Fibroblast inh 88 and Candida biofilm -2.
O=C(N/N=C\c1cn[nH]c1-c1ccccc1)c1cccnc1 was read as Smad3 FoxH1 inh 14, H69AR inhibit 95, ERa coact inh -7, sEH act -7, HUVEC inhibit 91, ERa coact pot 92, ERb SRC1 inh -9, Fibroblast inh 99 and Candida biofilm 3.
`CCN(CC)CCCN(Cc1cc2cc3c(cc2[nH]c1=O)OCCO3)C(=O)Nc1ccccc1` gave Smad3 FoxH1 inh 0, H69AR inhibit 77, ERa coact inh 12, sEH act -2, HUVEC inhibit 67, ERa coact pot 106, ERb SRC1 inh 2, Fibroblast inh 85 and Candida biofilm 3.
`CCOC(=O)CSc1nnc(CNc2ccc(Cl)cc2)n1Cc1ccccc1` gave Smad3 FoxH1 inh -7, H69AR inhibit 100, ERa coact inh -10, sEH act -2, HUVEC inhibit 101, ERa coact pot 82, ERb SRC1 inh -6, Fibroblast inh 107 and Candida biofilm 1.

Brought forward from above: 2 entries, then new ones.
`CCN(CC)CCCN(Cc1cc2cc3c(cc2[nH]c1=O)OCCO3)C(=O)Nc1ccccc1` gave Smad3 FoxH1 inh 0, H69AR inhibit 77, ERa coact inh 12, sEH act -2, HUVEC inhibit 67, ERa coact pot 106, ERb SRC1 inh 2, Fibroblast inh 85 and Candida biofilm 3.
`CCOC(=O)CSc1nnc(CNc2ccc(Cl)cc2)n1Cc1ccccc1` gave Smad3 FoxH1 inh -7, H69AR inhibit 100, ERa coact inh -10, sEH act -2, HUVEC inhibit 101, ERa coact pot 82, ERb SRC1 inh -6, Fibroblast inh 107 and Candida biofilm 1.
CC(=O)N1c2ccccc2C(=O)OC1c1cccnc1 (stereo not drawn) was read as Smad3 FoxH1 inh 14[fluorescence artefact?], H69AR inhibit 102, ERa coact inh 4[fluorescence artefact?], sEH act -1, HUVEC inhibit 94, ERa coact pot 145, ERb SRC1 inh -2 and Fibroblast inh 110.
`Cc1ccccc1-n1ncc2c([N+](=O)[O-])cc([N+](=O)[O-])cc21` gave Smad3 FoxH1 inh 11, H69AR inhibit 25*, ERa coact inh 11, sEH act -4, HUVEC inhibit 6.3*, ERa coact pot 64, ERb SRC1 inh -5, Fibroblast inh 65 and Candida biofilm 5.
`Cc1c(C(=O)NCCCN2CCOCC2)sc2ncnc(N3CCN(c4ccccc4)CC3)c12` gave Smad3 FoxH1 inh -3, H69AR inhibit 75, ERa coact inh 5, HUVEC inhibit 87, ERa coact pot 169, ERb SRC1 inh 4[fluorescence artefact?], Fibroblast inh 93 and Candida biofilm 3.
For CCc1ccccc1NC(=O)N[C@@H](C)C(=O)OC the results were Smad3 FoxH1 inh -10, H69AR inhibit 88, ERa coact inh 9[fluorescence artefact?], sEH act -27, HUVEC inhibit 95, ERa coact pot 130, ERb SRC1 inh -3, Fibroblast inh 111 and Candida biofilm 3.
`CCCCOC(=O)c1ccc(NC(=O)C2CCCO2)cc1` (stereo not drawn) gave Smad3 FoxH1 inh 7[fluorescence artefact?], H69AR inhibit 95, ERa coact inh -2, sEH act 0, HUVEC inhibit 90, ERa coact pot 106, ERb SRC1 inh -5, Fibroblast inh 94 and Candida biofilm 1.
`O=C1CCC(=O)N1OCCCOc1ccc(Br)cc1Cl` gave Smad3 FoxH1 inh -5, H69AR inhibit 113, ERa coact inh 9, sEH act -2, HUVEC inhibit 104, ERa coact pot 79, ERb SRC1 inh 3[fluorescence artefact?], Fibroblast inh 128 and Candida biofilm 2.
`CC(=O)OCCNC(=O)c1cccnc1` gave Smad3 FoxH1 inh 12, H69AR inhibit 103, ERa coact inh -9, sEH act -6, HUVEC inhibit 81, ERa coact pot 104, ERb SRC1 inh 2, Fibroblast inh 102 and Candida biofilm 6.
`CC(=O)C1=C(O)C(=O)N(c2cc(C(C)(C)C)on2)C1c1ccc(Br)cc1` (stereo not drawn) gave Smad3 FoxH1 inh 7[fluorescence artefact?], H69AR inhibit 120, ERa coact inh -1, HUVEC inhibit 80, ERa coact pot 78, ERb SRC1 inh -2, Fibroblast inh 99 and Candida biofilm 12.
CC1(C)N=C(N)NC(Nc2cccc(Br)c2)=N1 was read as Smad3 FoxH1 inh -7, H69AR inhibit 85, ERa coact inh 44[fluorescence artefact?], sEH act 0, HUVEC inhibit 87, ERa coact pot 102, ERb SRC1 inh -2, Fibroblast inh 99 and Candida biofilm -5.
`Cc1occc1C(=O)N/N=C/c1cnn(C)c1C` gave Smad3 FoxH1 inh 7, H69AR inhibit 86, ERa coact inh 1, sEH act 9, HUVEC inhibit 103, ERa coact pot 106, ERb SRC1 inh -3[fluorescence artefact?], Fibroblast inh 104 and Candida biofilm 11.
`CC(=O)Nc1ccc(NC(=O)N2CCCCC2)cc1` gave Smad3 FoxH1 inh 6, H69AR inhibit 98, ERa coact inh -2, HUVEC inhibit 106, ERa coact pot 133, ERb SRC1 inh -7, Fibroblast inh 102 and Candida biofilm 11.
Cc1ccc(-c2noc(CCC(=O)NCC3CCCO3)n2)cc1 (stereo not drawn) was read as Smad3 FoxH1 inh -2, H69AR inhibit 90, ERa coact inh -3, sEH act 3, HUVEC inhibit 100, ERa coact pot 93, ERb SRC1 inh -20, Fibroblast inh 98 and Candida biofilm 4.
CCOC(=O)c1ccc(N/C=C2\CCCCC2=O)cc1 was read as Smad3 FoxH1 inh -13, H69AR inhibit 102, ERa coact inh -16, sEH act -18, HUVEC inhibit 99, ERa coact pot 91[fluorescence artefact?], ERb SRC1 inh -10, Fibroblast inh 106 and Candida biofilm -2.
Screening CCOC(=O)C1=C(C)N=c2s/c(=C\C(=O)OC)c(=O)n2C1c1ccc(OC)cc1 (stereo not drawn) returned Smad3 FoxH1 inh 14, H69AR inhibit 11*, ERa coact inh -1, sEH act -5, HUVEC inhibit 72, ERa coact pot 126, ERb SRC1 inh 1, Fibroblast inh 96 and Candida biofilm 6.
Screening CCc1cc2c(SCC(=O)O)ncnc2s1 returned Smad3 FoxH1 inh 0, H69AR inhibit 103, ERa coact inh -4, sEH act 4, HUVEC inhibit 89, ERa coact pot 111, ERb SRC1 inh -3, Fibroblast inh 108 and Candida biofilm -1.
`Cc1cccc(-n2c(CNC(=O)c3ccccc3)nnc2SCC(=O)Nc2nccs2)c1` gave Smad3 FoxH1 inh 3, H69AR inhibit 89, ERa coact inh 1[fluorescence artefact?], HUVEC inhibit 97, ERa coact pot 109, ERb SRC1 inh -2, Fibroblast inh 102 and Candida biofilm 9.
For COCCOCCn1cnc2ccccc21 the results were Smad3 FoxH1 inh 8, H69AR inhibit 91, ERa coact inh 7[fluorescence artefact?], sEH act -3, HUVEC inhibit 88, ERa coact pot 113, ERb SRC1 inh -1[fluorescence artefact?], Fibroblast inh 96 and Candida biofilm 5.
Cc1nc2nc(-c3ccco3)[nH]n2c(=O)c1Cc1ccccc1 was read as Smad3 FoxH1 inh 2, H69AR inhibit 94, ERa coact inh -11, sEH act 3, HUVEC inhibit 92, ERa coact pot 103, ERb SRC1 inh -11, Fibroblast inh 105 and Candida biofilm 3.
`Cn1c(=O)c2c(nc(NCCNC(=O)c3ccco3)n2Cc2ccc(Cl)cc2Cl)n(C)c1=O` gave Smad3 FoxH1 inh 16, H69AR inhibit 82, ERa coact inh -47, sEH act -14, HUVEC inhibit 75, ERa coact pot 131[fluorescence artefact?], ERb SRC1 inh -18, Fibroblast inh 91 and Candida biofilm 6.
For CCn1c(=O)n(-c2ccc(Cl)cc2)c(=O)c2c3c(sc21)COC(C)(C)C3 the results were Smad3 FoxH1 inh 2, H69AR inhibit 54, ERa coact inh -6, sEH act -2, HUVEC inhibit 101, ERa coact pot 98, ERb SRC1 inh -9, Fibroblast inh 103 and Candida biofilm 1.
CCCCc1nnc(SCCSc2nnc(CCCC)n2N)n1N was read as Smad3 FoxH1 inh 1, H69AR inhibit 102, ERa coact inh -7, sEH act -4, HUVEC inhibit 99, ERa coact pot 104, ERb SRC1 inh -16, Fibroblast inh 103 and Candida biofilm -5.
COc1ccc(F)cc1S(=O)(=O)N1CC(C)CC(C)C1 (stereo not drawn) was read as Smad3 FoxH1 inh 18, H69AR inhibit 87, ERa coact inh 1, sEH act 13, HUVEC inhibit 96, ERa coact pot 98[fluorescence artefact?], ERb SRC1 inh -4, Fibroblast inh 98 and Candida biofilm 8.
`CC(OC(=O)CN1C(=O)NC(C)(C)C1=O)C(=O)c1ccccc1` (stereo not drawn) gave Smad3 FoxH1 inh 3, H69AR inhibit 96, ERa coact inh 2, sEH act 2, HUVEC inhibit 97, ERa coact pot 119, ERb SRC1 inh -2[fluorescence artefact?], Fibroblast inh 99 and Candida biofilm 2.

Source: PubChem BioAssay
